# D1 ag: agonists of human D1 dopamine receptor; AID 504660; HEK293 T-REx D1 cells, calcium flux, agonist mode; activation, % at 2 µM; 1% of 360,000 active; in the data active means activation above about 30%; further: 0% is about no effect
# Target sequence (P21728 whole entry, looked up): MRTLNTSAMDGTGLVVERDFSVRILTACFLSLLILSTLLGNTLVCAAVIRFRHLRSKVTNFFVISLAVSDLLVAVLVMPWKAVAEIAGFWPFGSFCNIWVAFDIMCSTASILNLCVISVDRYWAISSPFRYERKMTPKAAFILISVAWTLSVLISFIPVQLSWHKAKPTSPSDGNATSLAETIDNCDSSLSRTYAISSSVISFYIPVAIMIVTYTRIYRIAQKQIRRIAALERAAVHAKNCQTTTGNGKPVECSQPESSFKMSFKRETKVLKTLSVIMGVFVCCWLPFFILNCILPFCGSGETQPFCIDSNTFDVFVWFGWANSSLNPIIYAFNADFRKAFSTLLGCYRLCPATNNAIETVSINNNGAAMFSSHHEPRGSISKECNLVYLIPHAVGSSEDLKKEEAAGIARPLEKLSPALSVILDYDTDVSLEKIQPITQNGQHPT
#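 Tetracycline-induced HEK293 TREx D1 cells, force-coupled to calcium signalling, were dye-loaded with a no-wash calcium kit. Compound was pin-added after a 10 s baseline. Fluorescence was read kinetically at 1 cycle/s for 180 s, with calcium rises flagged as agonism.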
# RXFP1 antag: RXFP1 (human) relaxin receptor antagonism; Q9HBX9; HEK293-RXFP1, relaxin-stimulated cAMP HTRF, 30 min; hits give low values; activity change, negative = inhibition, % at 57.5 µM; 0.59% of 350,000 active; AID 1259400;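 active means activity change of -60% or lower, but not beyond a set lower limit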; further: on the % scale 0 is the no-effect control and ±100 the full control effect
# D1 antag: antagonists of human D1 dopamine receptor; P21728; HEK293 TREx D1 cells, calcium flux, dopamine EC80; hits give low values; activity change, negative = inhibition, % at 10 µM; 3.2% of 360,000 active; in the data active means activity change below about -30%; further: on the % scale 0 is the no-effect control and ±100 the full control effect
#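 Allosteric or orthosteric antagonism assessed as attenuation of the calcium response to EC80 dopamine, added 180 s after compound, in induced HEK293 Trex D1 cells loaded with no-wash calcium dye.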
# D2 antag: antagonizes the human D2 dopamine receptor. 2% of 340,000 active. P14416. HEK293 TREx D2 cells, calcium flux, dopamine EC80. AID 485344. inhibition, % at 10 µM; in the data active means inhibition above about 30%; further: 0% is about no effect
# Target sequence (P14416 whole entry, looked up): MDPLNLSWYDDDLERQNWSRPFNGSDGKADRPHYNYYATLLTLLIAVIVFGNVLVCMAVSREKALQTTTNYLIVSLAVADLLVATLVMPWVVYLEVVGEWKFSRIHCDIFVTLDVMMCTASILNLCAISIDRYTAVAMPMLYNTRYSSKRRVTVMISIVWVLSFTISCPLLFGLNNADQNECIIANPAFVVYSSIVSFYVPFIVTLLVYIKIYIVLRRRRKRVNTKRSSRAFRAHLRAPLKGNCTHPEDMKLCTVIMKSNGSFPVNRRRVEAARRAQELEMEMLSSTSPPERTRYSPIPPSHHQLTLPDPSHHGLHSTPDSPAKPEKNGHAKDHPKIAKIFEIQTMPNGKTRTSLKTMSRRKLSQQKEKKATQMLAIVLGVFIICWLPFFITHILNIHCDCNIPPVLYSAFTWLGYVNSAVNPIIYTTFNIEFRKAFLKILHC
#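 Inhibition of EC80 dopamine-driven calcium flux, recorded kinetically, defines activity here; cells are a tetracycline-induced HEK293 T-REx line expressing force-coupled D2.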
# D2 agonist: activates the human D2 dopamine receptor; P14416; HEK293 T-REx D2 cells, calcium flux agonist mode; activation, % at 2 µM; 0.53% of 340,000 active;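 active means activation over 3 SD above normal in the single-dose calcium agonist read, cut at about 30% in these data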; further: 0% is about no effect
#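 Agonism is scored from calcium flux in a force-coupled, inducible HEK293 cell line expressing D2, read kinetically for 180 s after compound addition against dopamine controls.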
# TRHR PAM: allosterically enhances the human TRH receptor. TRHR cells, fluo-8 calcium fluorescence, EC20 TRH enhancement. enhancement, % at 2 µM. 0.66% of 360,000 active; in the data active means enhancement above about 30%; further: 0% is about no effect
#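 Enhancer read-out: after compound pinning and an initial kinetic agonist-mode read, an EC20 of TRH (10 nM final) was injected and fluo-8 calcium signal (Ex 480/Em 530) followed at 1 s/cycle for 100 cycles in TRHR-expressing cells.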
# RXFP1 ag: RXFP1 (human) receptor agonism. Q9HBX9. AID 2676. Potency, µM (highest dose often 57.5 µM), without a hit: top-dose activation, usual class: activators. HEK293T-RXFP1 cAMP TR-FRET, 30 min; response scale: percent of porcine relaxin response, buffer zero. 0.3% of 370,000 active; active means well fitted activation curve with a large enough effect; further: potency means the concentration at half of the fitted maximal effect; on the % scale 0 is the no-effect control and ±100 the full control effect; nearly all actives have a fitted effect of over 60% in size; many of its hits are not listed in these tables
#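 HEK293 cells stably expressing RXFP1, treated 30 min at 37C with compounds plus PDE4 inhibitor Ro 20174; cAMP measured by HTRF TR-FRET. Normalized to buffer and 29 nM porcine relaxin; EC50 by Hill fit.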
# D1 potentiator: human D1 dopamine receptor positive modulation; P21728; HEK293 TREx D1 cells, calcium flux, dopamine EC20 potentiation; potentiation, % at 10 µM; 0.036% of 360,000 active; AID 504651; in the data active means potentiation above about 30%; further: 0% is about no effect
# D2 PAM: positive allosteric modulators of human D2 dopamine receptor; 0.34% of 340,000 active; P14416; potentiation, % at 10 µM; AID 485347; HEK293 T-REx D2, calcium flux, EC20 dopamine potentiation;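 active means potentiation over 3 SD above the plate norm, cut at about 30% in these data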; further: 0% is about no effect
#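 Calcium flux readout, no-wash dye, 1 read/s. Inducible HEK293 Trex D2 line, overnight 30 C. Compound alone 180 s (agonist flags), then EC20 dopamine, another 180 s to score potentiation.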
# The depositor's hits bear a star; · = not tested or not shown; & = joins results of further samples.
SMILES,D1 ag,RXFP1 antag,D1 antag,D2 antag,D2 agonist,TRHR PAM,RXFP1 ag,D1 potentiator,D2 PAM
CCOC(=O)N1CCN(C(=O)c2cc3sccc3n2C)CC1,1,-19,0,24,0.9,-1,1.1%,-1,-1
CCCSc1nnc(NC(=O)Nc2ccc(F)cc2)s1,15,3,-23,14,1.2,-11,-0.6%,-6,0
Cc1ccc2cc(CN(CCCN3CCOCC3)C(=O)NC3CCCCC3)c(=O)[nH]c2c1C,1,-4,3,-14,0.5,12,0.2%,-2,-5
Cc1ccc(NC(=O)[C@@H]2CCCN2C(=O)c2cccs2)cc1S(=O)(=O)N1CCCCC1,2,6,-1,0,-0.8,1,2.1%,8,-1
CCOC(=O)c1c(NC(=O)CSc2ncn[nH]2)sc(C(=O)NC)c1C,5,1,-11,-11,-0.2,-2,-0.1%,-5,-14
COc1ccc(OC)c(Nc2nc(NCCO)c3ccccc3n2)c1,1,4,-11,·,·,0,0.2%,-7,·
N#C/C(=C\c1ccc(N2CCOCC2)o1)C(=O)NCC1CCCO1 (stereo not drawn),1,-11,-13,-1,1.1,3,-0.4%,0,8
Cc1cc(Cl)ccc1NC(=O)c1ccc2c(c1)OCO2,1,2,-7,-19,-0.2,-2,3.4%,-11,1
CCCC(=O)n1nc(-c2ccc(C)cc2)nc1NCc1ccco1,5,-29,21,6,-2.8,2,-2.3%,7,-3
O=[N+]([O-])c1ccccc1S(=O)(=O)N1CCN(S(=O)(=O)c2ccc3c(c2)OCCO3)CC1,1,·,-31*,·,·,0,·,-3,·
Cc1ncc(CN2CCCC(C(=O)Nc3ccc(-c4cscn4)cc3)C2)cn1 (stereo not drawn),2,-9,-6,-24,3.0,0,-0.5%,-4,1
Cc1cc(Sc2nccn2C)ncc1[N+](=O)[O-],3,-6,5,8,0.9,30,-0.2%,-6,-13
CC(C)(C)NC(=O)c1cc(F)c(F)cc1Cl,-2,-12,·,-2,-0.3,-1,-1.1%,0,13
CCOC(=O)C1C(c2cccc(F)c2)NC(=S)NC1(O)C(F)(F)F (stereo not drawn),5,-6,21,-16,0.4,7,0.3%,-4,19
Cc1ccc(NC(=O)c2cnc(N3CCN(c4ccccn4)CC3)c3ccccc23)c(Br)c1,0,-30,8,·,·,7,3.8%,-3,·
O=C(OCC(=O)N1CCCC1=O)c1cc(S(=O)(=O)N2CCOCC2)ccc1Cl,3,-7,-10,2,0.2,0,4.7%,-7,4
O=C(NCc1ccco1)C1CCN(C(=O)c2ccc(Cl)cc2Cl)CC1,1,3,11,0,-3.3,8,1.6%,-10,·
Cn1c(=O)n(C)c2cc(NS(=O)(=O)c3ccc(F)cc3)c(NCc3ccccc3)cc21,0,1,-7,·,-0.2,6,-0.7%,1,-6
Cc1ccc2nc(NS(C)(=O)=O)sc2c1,0,20,3,-1,0.3,0,4.2%,-3,2
Fc1ccccc1CSc1nnc(-c2cccs2)o1,5,-14,-8,9,0.4,-4,2.8%,-2,3
CCOC(=O)N1CCN(c2c(NCCCN(CC)c3cccc(C)c3)c(=O)c2=O)CC1,0,4,-11,-19,-1.1,-1,-0.5%,-2,13
CCNCC(=O)Nc1ccc(N2CCOCC2)cc1,-4,-3,16,-2,0.3,6,-0.9%,0,-4
Nc1cc(-c2ccccc2)ccc1O,0&3,-4,11&-1,8&8,0.2&0.1,17&-3,0.6%&0.1%,4&2,3&-1
Cc1cccc(CCNC(=O)C2CCN(S(=O)(=O)c3c(C)nn(C)c3C)CC2)c1,1,7,-4,32*,0.0,1,1.4%,-5,-11
Cc1cc(Nc2nn(C)c(N)c2C#N)ccc1F,1,14,-13,·,·,-7,-1.1%,-5,·
COC(=O)c1ccc(NC(=O)C2CCCN(S(=O)(=O)c3cnc[nH]3)C2)cc1 (stereo not drawn),2,·,-23,26,0.8,2,-0.9%,·,-14
CSc1cnc2c(=O)n(C)c(=O)[nH]c2n1,2,6,-6,-7,1.3,0,1.6%,4,2
CCOc1ccc(N2CC(C(=O)Nc3cc(C)on3)CC2=O)cc1 (stereo not drawn),0,7,-6,10,0.4,0,1.2%,-4,14
O=C(CN(Cc1ccccc1Cl)C(=O)CN1C(=O)CSc2ccccc21)NC1CC1,8,8,4,-8,0.2,-3,2.4%,·,3
COc1ccc(N(CC(=O)NCc2ccco2)C(=O)CCC(=O)Nc2nccs2)c(OC)c1,2,3,-3,8,1.2,1,-0.2%,-7,·
C/C(=N\NC(=O)c1nnn(-c2nonc2N)c1CN1CCc2ccccc21)c1ccccc1O,3,-20,7,-6,-1.0,-3,-1.3%,2,16
O=C(Nc1ccccc1)c1nc[nH]c1C(=O)N1CCN(c2ccccc2)CC1,2,·,·,-10,-1.1,7,2.9%,3,-14
COc1ccc(S(=O)(=O)N2CCOCC2)cc1N(C)S(=O)(=O)c1ccc(C)cc1,2,1,-13,2,0.4,-3,-2.3%,2,-3
CS(=O)(=O)Nc1ccc(C2=NN(C(=O)c3ccccc3)C(c3cccs3)C2)cc1 (stereo not drawn),-1,1,-34*,9,-0.2,-2,0.0%,-9,-7
O=C(CCCl)N1CCN(c2nc(-c3ccccc3)cs2)CC1,1,27,-9,-11,0.6,4,1.2%,-5,6
CNC(=O)c1ccc(CSc2nc3cccnc3n2Cc2cccc(F)c2)cc1,3,-10,-1,·,-1.0,5,7.9%,-2,5
Cn1c(=O)c2c(nc(NCc3ccc4c(c3)OCO4)n2C)n(C)c1=O,1,-17,7,26,-0.1,-4,7.8%,-2,10
COc1ccc(C(=O)NCc2ccccn2)cc1[N+](=O)[O-],6,-5,-23,-3,0.7,6,-0.7%,-2,5
Cc1onc(-c2ccccc2)c1C(=O)NNC(=S)NC(=O)c1ccc(Br)cc1,134*,-30,12,36*,46*,-4,-0.2%,-1,-14
Cc1ccccc1CSc1n[nH]c(NS(=O)(=O)c2ccccc2)n1,25,-15,19,-10,0.2,2,-0.5%,-2,2
CNC(=O)CSCc1c(F)cccc1Cl,1,22,0,-2,-0.7,-7,1.5%,0,3
CC(C)(C)c1nc2sc3c(c2c(=O)o1)CCCC3,0,-6,1,19,0.3,-4,-0.2%,8,-4
N#Cc1ccc(NC(=O)c2sc3cc(C(F)(F)F)cnc3c2-c2cccs2)cc1,3,9,0,-16,2.8,5,4.1%,1,2
Cc1csc(CNc2ncnc3ccc(-c4cccnc4)cc23)c1,3,·,-13,·,·,-2,1.7%,-8,·
COc1ccc(CCNC(=O)CSc2nc3c(c(=O)n(C)c(=O)n3C)n2C(C)C)cc1OC,-1,7,-4,-1,-0.5,7,3.8%,11,9
COc1ccccc1N1CCN(C(CNC(=O)c2ccc3c(c2)OCO3)c2cccnc2)CC1 (stereo not drawn),-1,2,12,7,-0.3,2,-0.7%,13,-3
NC(=O)C1CCN(C(=O)c2ccc(NC3=NC4CS(=O)(=O)CC4S3)cc2)CC1 (stereo not drawn),1,-2,0,-17,1.9,5,1.5%,-9,11
CN(C/C(O)=C(\C#N)c1ccccc1)C1CCCCC1,1,-5,-2,1,-1.1,5,0.0%,-7,0
O=C1CC(c2ccccc2F)c2cc3c(cc2N1)CCC3 (stereo not drawn),2,-11,14,10,-0.4,-4,4.2%,-6,8
CC(Cc1nnc(N)s1)c1ccccc1 (stereo not drawn),4,2,26,0,-0.2,-2,0.7%,5,-2
CN1CCN(C(=O)c2ccc3ccccc3c2)CC1,2,13,-6,0,-2.0,10,0.2%,-8,18
CCOC(=O)Cc1csc(NC(=O)Nc2cccs2)n1,22,-3,-12,-19,3.0,-17,0.0%,-11,12
CCOc1cc(Cl)c(S(=O)(=O)NCc2ccccn2)cc1Cl,6,-26,9,-3,-0.1,-2,-2.0%,-1,2
Cc1cccc(Cn2c(SCc3ccc(C(=O)N4CCC(C)CC4)cc3)nc3ccncc32)c1,7,-27,-18,·,1.3,0,-0.3%,-3,9
CCn1cc(/C=N/NC(=O)c2ccc(C#N)cc2F)c2ccccc21,0,5,0,13,-0.1,3,2.3%,-2,-2
CSCCC(NC(=O)c1ccccc1Br)C(=O)N1CCCC(C(F)(F)F)C1 (stereo not drawn),0,1,9,2,0.3,-5,-2.8%,-7,10
Cc1ccc(-c2nc(SC(C)C(=O)N3CCOCC3)n[nH]2)cc1 (stereo not drawn),0,-9,15,-10,0.2,-2,0.7%,2,-3
CC(C)CC(=O)NC(=S)NCc1ccccc1,2,-12,2,28,0.3,1,-0.8%,3,8
Cn1cccc1/C=N/NC(=O)C(O)c1ccccc1 (stereo not drawn),3,2,-1,-4,-0.5,11,-6.6%,2,3
CCC(C)NC(=O)C1CN(S(=O)(=O)c2ccccc2)CCN1S(=O)(=O)c1ccccc1 (stereo not drawn),3,6,-2,3,0.5,6,-0.9%,-3,14
# (continued)
SMILES,D1 ag,RXFP1 antag,D1 antag,D2 antag,D2 agonist,TRHR PAM,RXFP1 ag,D1 potentiator,D2 PAM
COCCC(=O)N1CCC(Oc2ccc(C(=O)N(C)C3CCCCC3)cc2)CC1,3,6,10,-3,1.3,-3,-2.1%,-13,3
CN(C)c1cc[n+](CCC(=O)Nc2cccc([N+](=O)[O-])c2N)cc1,-2,-18,-15,15,1.2,3,0.0%,6,-5
CC(C)CN1C(=O)/C(=C/c2ccco2)NC1=S,4,-26,-4,5,-3.3,-2,-1.3%,-2,13
COCCCNC(=O)c1ccc(Cn2c(=O)c3ccccc3n(Cc3ccc(C)cc3)c2=O)cc1,0&4,2,-13&7,11,0.2&-2.9,0&0,2.3%&3.0%,-2&-3,0&9

# Nine successive entries out of the list so far, quoted:
SMILES,D1 ag,RXFP1 antag,D1 antag,D2 antag,D2 agonist,TRHR PAM,RXFP1 ag,D1 potentiator,D2 PAM
CSCCC(NC(=O)c1ccccc1Br)C(=O)N1CCCC(C(F)(F)F)C1 (stereo not drawn),0,1,9,2,0.3,-5,-2.8%,-7,10
Cc1ccc(-c2nc(SC(C)C(=O)N3CCOCC3)n[nH]2)cc1 (stereo not drawn),0,-9,15,-10,0.2,-2,0.7%,2,-3
CC(C)CC(=O)NC(=S)NCc1ccccc1,2,-12,2,28,0.3,1,-0.8%,3,8
Cn1cccc1/C=N/NC(=O)C(O)c1ccccc1 (stereo not drawn),3,2,-1,-4,-0.5,11,-6.6%,2,3
CCC(C)NC(=O)C1CN(S(=O)(=O)c2ccccc2)CCN1S(=O)(=O)c1ccccc1 (stereo not drawn),3,6,-2,3,0.5,6,-0.9%,-3,14
COCCC(=O)N1CCC(Oc2ccc(C(=O)N(C)C3CCCCC3)cc2)CC1,3,6,10,-3,1.3,-3,-2.1%,-13,3
CN(C)c1cc[n+](CCC(=O)Nc2cccc([N+](=O)[O-])c2N)cc1,-2,-18,-15,15,1.2,3,0.0%,6,-5
CC(C)CN1C(=O)/C(=C/c2ccco2)NC1=S,4,-26,-4,5,-3.3,-2,-1.3%,-2,13
COCCCNC(=O)c1ccc(Cn2c(=O)c3ccccc3n(Cc3ccc(C)cc3)c2=O)cc1,0&4,2,-13&7,11,0.2&-2.9,0&0,2.3%&3.0%,-2&-3,0&9

# An excerpt; the hit share may differ from the screen's.
